Compound activity: PubChem, University of Kansas High Throughput Screening Laboratory
mHTT CaM bind: disrupts binding of mutant huntingtin to calmodulin. AlphaScreen His-mHTT/GST-CaM binding, luminescence. P42858. inhibition, % at 15 µM. 190,000 compounds, 3.6% hits;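 further: 0% = both proteins with DMSO and 100% = one protein alone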
Target sequence (P42858 whole entry, looked up, stated change not applied): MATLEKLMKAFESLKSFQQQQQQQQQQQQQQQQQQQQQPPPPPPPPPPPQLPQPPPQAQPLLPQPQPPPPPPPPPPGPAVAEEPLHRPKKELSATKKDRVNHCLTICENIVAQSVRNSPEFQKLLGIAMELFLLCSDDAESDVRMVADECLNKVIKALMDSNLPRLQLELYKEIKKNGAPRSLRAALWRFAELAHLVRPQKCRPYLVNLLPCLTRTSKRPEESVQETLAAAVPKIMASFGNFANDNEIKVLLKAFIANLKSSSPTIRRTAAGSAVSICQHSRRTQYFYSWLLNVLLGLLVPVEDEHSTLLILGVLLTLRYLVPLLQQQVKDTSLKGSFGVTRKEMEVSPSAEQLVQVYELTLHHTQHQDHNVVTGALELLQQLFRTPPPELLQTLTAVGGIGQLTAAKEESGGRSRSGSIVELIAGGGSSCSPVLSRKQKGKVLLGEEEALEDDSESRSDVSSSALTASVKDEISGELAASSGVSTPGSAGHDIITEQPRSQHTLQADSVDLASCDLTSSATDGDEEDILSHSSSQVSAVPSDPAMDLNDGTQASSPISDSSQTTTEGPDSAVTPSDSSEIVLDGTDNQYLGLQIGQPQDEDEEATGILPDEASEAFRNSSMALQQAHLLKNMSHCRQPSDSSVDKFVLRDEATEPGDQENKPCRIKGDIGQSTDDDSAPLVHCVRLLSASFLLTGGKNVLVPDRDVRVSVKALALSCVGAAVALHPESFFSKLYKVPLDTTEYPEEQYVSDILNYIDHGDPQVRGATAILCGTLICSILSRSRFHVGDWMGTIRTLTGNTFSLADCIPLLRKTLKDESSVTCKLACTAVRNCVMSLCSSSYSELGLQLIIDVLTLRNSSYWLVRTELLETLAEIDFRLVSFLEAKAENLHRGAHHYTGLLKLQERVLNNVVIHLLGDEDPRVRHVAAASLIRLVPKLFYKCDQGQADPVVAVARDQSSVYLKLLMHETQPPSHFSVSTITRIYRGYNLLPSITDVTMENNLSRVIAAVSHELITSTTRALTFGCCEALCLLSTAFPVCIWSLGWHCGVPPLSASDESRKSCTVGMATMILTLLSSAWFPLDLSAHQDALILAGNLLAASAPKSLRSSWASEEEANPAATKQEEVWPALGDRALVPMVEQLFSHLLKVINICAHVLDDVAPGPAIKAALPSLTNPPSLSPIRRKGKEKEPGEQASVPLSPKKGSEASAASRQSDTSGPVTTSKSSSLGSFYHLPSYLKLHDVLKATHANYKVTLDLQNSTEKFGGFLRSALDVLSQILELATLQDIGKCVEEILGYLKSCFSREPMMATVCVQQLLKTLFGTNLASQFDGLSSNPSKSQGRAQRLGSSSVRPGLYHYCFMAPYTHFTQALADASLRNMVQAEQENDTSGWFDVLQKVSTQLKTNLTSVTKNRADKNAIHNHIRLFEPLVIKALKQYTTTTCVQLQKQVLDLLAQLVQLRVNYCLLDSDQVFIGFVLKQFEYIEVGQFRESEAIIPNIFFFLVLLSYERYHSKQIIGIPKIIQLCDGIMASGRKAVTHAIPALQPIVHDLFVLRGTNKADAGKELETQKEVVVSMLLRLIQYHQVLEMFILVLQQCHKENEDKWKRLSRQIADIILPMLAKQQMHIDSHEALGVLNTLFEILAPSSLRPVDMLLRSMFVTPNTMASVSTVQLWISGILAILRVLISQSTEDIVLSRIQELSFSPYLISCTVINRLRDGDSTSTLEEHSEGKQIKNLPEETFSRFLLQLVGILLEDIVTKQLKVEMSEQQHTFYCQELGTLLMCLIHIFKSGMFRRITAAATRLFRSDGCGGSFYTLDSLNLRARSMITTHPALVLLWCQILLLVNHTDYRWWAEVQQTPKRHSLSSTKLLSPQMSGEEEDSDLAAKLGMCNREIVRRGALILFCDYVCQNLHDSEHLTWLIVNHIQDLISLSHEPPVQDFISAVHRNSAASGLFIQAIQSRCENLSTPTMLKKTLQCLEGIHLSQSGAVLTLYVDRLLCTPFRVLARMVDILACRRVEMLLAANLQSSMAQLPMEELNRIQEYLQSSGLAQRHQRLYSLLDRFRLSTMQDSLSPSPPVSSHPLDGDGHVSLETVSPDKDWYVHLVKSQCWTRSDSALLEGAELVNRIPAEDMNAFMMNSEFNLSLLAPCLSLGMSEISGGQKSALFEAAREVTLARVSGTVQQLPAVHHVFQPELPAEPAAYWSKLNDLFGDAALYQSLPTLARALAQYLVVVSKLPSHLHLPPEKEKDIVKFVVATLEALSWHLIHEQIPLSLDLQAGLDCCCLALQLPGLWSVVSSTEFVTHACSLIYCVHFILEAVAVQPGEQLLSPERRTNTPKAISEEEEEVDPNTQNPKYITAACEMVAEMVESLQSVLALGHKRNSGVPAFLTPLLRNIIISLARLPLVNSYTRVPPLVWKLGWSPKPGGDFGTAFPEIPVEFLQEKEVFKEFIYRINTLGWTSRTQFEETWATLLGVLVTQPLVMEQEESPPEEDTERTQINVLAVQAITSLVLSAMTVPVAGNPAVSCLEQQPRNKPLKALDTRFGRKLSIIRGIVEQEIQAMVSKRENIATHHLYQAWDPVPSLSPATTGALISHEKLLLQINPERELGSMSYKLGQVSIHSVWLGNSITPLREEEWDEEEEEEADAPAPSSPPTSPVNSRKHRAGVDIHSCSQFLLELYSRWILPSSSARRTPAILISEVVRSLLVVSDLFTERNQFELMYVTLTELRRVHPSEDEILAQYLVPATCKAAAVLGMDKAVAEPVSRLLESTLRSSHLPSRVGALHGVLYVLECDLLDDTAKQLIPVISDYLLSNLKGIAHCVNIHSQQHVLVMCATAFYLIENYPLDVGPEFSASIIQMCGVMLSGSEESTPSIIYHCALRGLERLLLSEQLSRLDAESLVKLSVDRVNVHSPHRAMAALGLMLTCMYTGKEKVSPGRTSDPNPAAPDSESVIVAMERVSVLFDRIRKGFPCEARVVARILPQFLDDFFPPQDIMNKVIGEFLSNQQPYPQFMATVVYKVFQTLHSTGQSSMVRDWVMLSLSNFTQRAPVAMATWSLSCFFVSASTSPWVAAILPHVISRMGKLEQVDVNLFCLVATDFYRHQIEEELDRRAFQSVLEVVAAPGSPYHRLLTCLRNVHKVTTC
Pf apPOL inh: Pf-apPOL DNA polymerase inhibition; Recombinant Pf-apPOL, molecular beacon fluorescence, 1.5 h; inhibition, % at 10 µM; 210,000 compounds, 0.25% hits
An asterisk follows results filed as active; nt = not tested or not shown; & = joins results of further samples. No stated cut-off is given here; in the data, active means inhibition above about 50%; inactive means the rest.

molecule	mHTT CaM bind	Pf apPOL inh
CC(O)(CNC(=O)C(=O)Nc1ccc(F)c(Cl)c1)c1cccs1 (centres undefined)	0	-1
O=S(=O)(c1cccc(Cl)c1)N1CCC2(C1)Nc1cccnc1NC2=NC1CCCC1 (centres undefined)	14	-2
COc1ccc(C2CC(c3ccc(OC)c(OC)c3)n3nc(N)nc3N2)cc1 (centres undefined)	3	2
CC(=O)C1=C(C)NC(SCc2ccccc2)=C(C#N)C1c1cccc([N+](=O)[O-])c1 (centres undefined)	20	5
O=C(c1ccc(F)cc1)N1CCCC2(CC(c3cccnc3)=CO2)C1 (centres undefined)	28	0
Nc1ccc(S(=O)(=O)Nc2nccc(/C=C/c3cccs3)n2)cc1	2	-1
COc1cc(OC)c(OC)cc1C=C1Oc2c(ccc3c2CN(c2ccccc2OC)CO3)C1=O	10	7
Cc1ccccc1-c1nnn(CC(=O)Nc2cccc(C)c2C)n1	6	-2
CCCNC(=O)N1CCn2cccc2C1C(C)C (centres undefined)	-3	1
O=C(CN(c1ccc(F)cc1)S(=O)(=O)c1ccccc1)N1CCCCCC1	-8	3
CCN(CC)c1ccc(C2N(c3ccc(OC)cc3)C(=O)C3CCCN32)cc1 (centres undefined)	15	-1
CCCc1noc(-c2cccnc2N2CCCN(C(=O)Cc3ccccc3C)CC2)n1	-10	-8
COc1ccc(-c2cc(C(F)(F)F)nc(NC3CCCC3)n2)cc1	-156	9
Cc1ccc(CCNC(=O)C2CC(=O)N(C3CCCCCCC3)C2)cc1 (centres undefined)	19	-4
CC(C)C(=O)N1CC(n2cc(COc3ccc(F)cc3)nn2)C1	-9	0

molecule	mHTT CaM bind	Pf apPOL inh
O=C(Nc1ccc(Cl)cc1)c1ccc(-c2cnc(N3CCCC3)nc2)cc1	-13	7
O=C(Cn1nc([N+](=O)[O-])nc1Br)N1CCOCC1	-8	nt
Cc1sc(CN(C)C)c2c1C(=O)c1ccccc1CS2	2	-4
COc1ccc(NC(=O)N2CCCC2c2ccc(Cl)cc2)cc1OC (centres undefined)	8	0
N#Cc1c(N)nc2ccc(Cl)cc2c1-c1ccccc1	nt	34
COc1ccccc1N1CCN(CC(=O)Nc2ccc(OC(F)(F)F)cc2)C1=O	-10	-12
O=C(O)CCc1nn2c3ccccc3n(CC(=O)c3ccc(Br)cc3)c2nc1=O	-6	10
O=C(Cn1cc(COc2cccc([N+](=O)[O-])c2)nn1)c1ccc(O)cc1	5	2
CC1=C(C(=O)Nc2ccccc2)C(c2cccc(Br)c2)n2nnnc2N1 (centres undefined)	7	-2
Cc1cc(=O)oc2c1c(C)nn2-c1ccc(Cl)cc1	44	-1
O=C(c1ccc2c(c1)OCO2)N1CC2CC1CC2NS(=O)(=O)c1cccs1 (centres undefined)	3	-4
Cn1c(=O)c2c(nc3n2CC(=O)N3c2cccc(Cl)c2)n(C)c1=O	-2	5
O=S(=O)(Nc1nc(SCc2ccc(Cl)cc2)n[nH]1)c1ccc(-c2ccccn2)s1	nt	-9
COc1ccc(-c2nc3n(n2)C(=O)CC(c2ccc(Cl)cc2)S3)cc1 (centres undefined)	10	3
COc1cc(C2NC(C(=O)O)Cc3c2[nH]c2ccccc32)cc(OC)c1O (centres undefined)	-2	8

molecule	mHTT CaM bind	Pf apPOL inh
Cc1cc(C)nc(N=C(N)N(C)C2CCCCC2)n1	0	-3
Cc1ccc(C(O)CNC(=O)c2c(F)cccc2F)o1 (centres undefined)	-11	-1
C#CC(C)OC1(c2ccccc2)OC(=O)c2ccccc21 (centres undefined)	-13	17
N#Cc1c(Cl)cccc1N1CCSCC1	nt	-4
COc1ccc(C(=O)N2CCC(Cc3nnc(-c4ccccc4)o3)CC2)cc1	5	3
Cc1ccccc1OCC(=O)Nc1nnc(C2CC(=O)N(c3ccccc3)C2)o1 (centres undefined)	0	0
Cc1ccc(C(=O)Nc2nnc3ccccn23)cc1	24	-8
CCOc1ccc(C2C(C#N)=C(N)N(c3ncn[nH]3)C3=C2C(=O)CC(C)(C)C3)cc1 (centres undefined)	-5	-1
COc1nccc(C(F)(F)F)c1C(=O)NCc1c(C)cc(Cl)cc1Cl	nt	1
C=CCOc1ccc(/C=C2\C(=O)NN(c3cccc(Br)c3)C2=O)cc1OC	6	-2
Cc1cccc(Cn2c(=O)n(CCCC(=O)NCc3ccco3)c(=O)c3sccc32)c1	-1	2
COc1cc(-c2nc3ccccn3c2N=Cc2cn[nH]c2-c2ccc(F)cc2)ccc1O	56*	-4
COc1cccc(C(=O)Nc2nc3c(Br)cccc3s2)c1OC	-19	-5
Clc1cccc(-c2nc(-c3ccccc3Cl)no2)c1	-9	0
COc1nc(N)nc(C2CC2)n1	nt	0

molecule	mHTT CaM bind	Pf apPOL inh
c1cc2c(cc1CNC1CCCCC1)OCO2	-7	1
Cc1ccccc1CNC(=O)C1CCN(c2nccc3sccc23)CC1	3	-1
CCCCCCC1C(C#N)=C(N)OC2=C1C(=O)CCC2 (centres undefined)	-9	0
CCc1cccc(NC(=O)N2CCc3nc(Cc4cccc(F)c4)[nH]c(=O)c3C2)c1	18	-7
Cc1cc2nc3c(c(C(F)(F)F)n2n1)CCc1ccccc1-3	nt	1
CCOC(=O)Cc1csc(NN=C(C)C)n1	nt	5
COC(=O)Cc1cc(OC)c(OC)cc1C(C)=O	nt	-4
O=C1Nc2ccccc2C1=Cc1ccc(-c2cc(C(F)(F)F)cc(C(F)(F)F)c2)o1	nt	-16
O=C(CCCN1C(=O)c2ccccc2C1=O)N1CCCC1	-1	-6
Cc1ccc(NCCNS(=O)(=O)c2ccc(-c3csc(C)n3)s2)nn1	99*	-6
O=S(=O)(c1ccccc1)N1CCN(c2ccccc2)CC1	3	7
NC(=O)c1ccc(NC(=O)c2ncccn2)cc1	-16	-1
Cc1ccc(NC(=O)Cn2cnc3sc4c(c3c2=O)CCCC4)cc1	1	0
C[C@H]1CCC(=O)N(CCSc2ccc(Br)cc2)CC1	-12	-10
O=C(CN1CCc2ccccc21)NN1CC(=O)N(c2ccccc2)CC1=O	nt	4

Arranged by length of the SMILES (rising): part of the list above
molecule	mHTT CaM bind	Pf apPOL inh
CCOC(=O)Cc1csc(NN=C(C)C)n1	nt	5
CCCCCCC1C(C#N)=C(N)OC2=C1C(=O)CCC2 (centres undefined)	-9	0
Cc1ccccc1CNC(=O)C1CCN(c2nccc3sccc23)CC1	3	-1

(further entries)
molecule	mHTT CaM bind	Pf apPOL inh
Cc1ccc2nc(-c3ccc(NC(=O)c4cccs4)cc3)sc2c1	1	1
COc1ccc(C=NN2CCC(=O)Nc3ccccc32)c(OC)c1	nt	2
O=C(Cn1cccc(S(=O)(=O)N2CCOCC2)c1=O)Nc1ccc(Cl)cc1F	-9	-9
COc1ccc(C(=O)N2CCN(c3cccc(Br)c3)C(=O)C2C)cc1 (centres undefined)	4	-1
Cc1ccc(NC(=O)N2CCC(n3cnc4ccc(C)cc4c3=O)CC2)cc1	3	-4
CCCN1C2OC(C3OC4C(O3)N(C)S(=O)(=O)N4C)OC2N(CCC)S1(=O)=O (centres undefined)	3	-5
Cc1cccc(-c2nc(C3CCN(S(=O)(=O)c4c(C)c(C)cc(C)c4C)CC3)no2)c1	-1	-7
COc1cccc(NC(=O)CN(c2ccc(I)cc2)S(C)(=O)=O)c1	-2	-7
C=CCOc1ccc(/C=C2\C(=O)NN(c3ccc(Br)cc3)C2=O)cc1OC	1	0
O=C(NC1CC1)C(C1CCCC1)N1CCN(C(=O)c2ccc(F)cc2)CC1 (centres undefined)	2	-1
CCC1CN2C=NC(N3CCN(C(=O)c4ccccc4)CC3)=CC2=N1 (centres undefined)	-1	1
O=C(O)c1ccc(S(=O)(=O)c2ccccc2C(=O)O)c([N+](=O)[O-])c1	-4	36
COCCn1cnc2sc(C(=O)Nc3cc(Cl)c(OC)cc3OC)c(C)c2c1=O	21	-5
O=c1c2ccccc2n(Cc2ccc(Cl)cc2)c(=O)n1Cc1ccc(Cl)cc1	nt	9
Cc1cc(Cl)c(OCCOCCN2CCOCC2)c(Br)c1	2	-6

Overlap with the part before: 2 compounds, then new ones.
molecule	mHTT CaM bind	Pf apPOL inh
O=c1c2ccccc2n(Cc2ccc(Cl)cc2)c(=O)n1Cc1ccc(Cl)cc1	nt	9
Cc1cc(Cl)c(OCCOCCN2CCOCC2)c(Br)c1	2	-6
O=C(Nc1ccc(F)cc1)C1CC(=O)N(c2ccccc2Cl)C1 (centres undefined)	0	-1
O=C(CCN1C(=O)c2ccccc2C1=O)Nc1ccc2c(c1)OCO2	-2	-1
O=C(Nc1ccc(F)cc1)O[C@H]1CCC12CCC(c1ccccc1)CC2 (some centres undefined)	-17	-6
NC(=O)c1ccccc1NC(=O)/C=C/c1ccc2c(c1)OCO2	0	0
Cc1ccc(C(=O)NC(C(Cl)(Cl)Cl)S(=O)(=O)c2ccc(C)cc2)cc1 (centres undefined)	-5	20
O=[N+]([O-])c1ccccc1CN1CCN(c2ncccn2)CC1	-4	-10
COCCn1c(SCC(=O)NCc2ccccc2)nnc1-c1ccncc1	-10	-2
Cc1ccc2c(c1)N(C(=O)Nc1cccc(Cl)c1)CC(C)O2 (centres undefined)	-1	-13
CCSc1ccccc1C(=O)Nc1nc2ccc(S(N)(=O)=O)cc2s1	-6	2
CC(C)CCN1CC(=O)N(Cc2ccc(Cl)cc2)C(c2ccncc2)C1=O (centres undefined)	10	-8
COc1cccc(NC(=O)c2cn(CC(C)C)c(=O)c3c2c2ccccc2n3C)c1	-9	-8
COCc1cc(=O)oc2cc(NS(=O)(=O)c3ccc(C)cc3)ccc12	nt	4
CC(C)Oc1ccc(C(=O)Nc2c3c(nn2-c2cccc(Cl)c2)CS(=O)(=O)C3)cc1	11	-7
CCOc1ccc(C2Nc3ccccc3NC3=C2C(=O)CC(c2ccc(Cl)cc2)C3)cc1 (centres undefined)	14	21
O=C(Cc1ccc(NC(=O)C2c3ccccc3Oc3ccccc32)cc1)NCC(F)(F)F	-7	-3

molecule	mHTT CaM bind	Pf apPOL inh
CCCNC(=O)ON=C(N)c1cc(Cl)c(N)c(Cl)c1	nt	-3
CCCCN(C)C(=O)c1cn(CC)c2nc(C)ccc2c1=O	2	-15
Cc1cccc(CN2CCN(C3CN(Cc4ccc(F)cc4)S(=O)(=O)C3)CC2)c1 (centres undefined)	9	-7
Cc1ccc(NC(=O)Nc2ccc(C)cc2C)c(C)c1	0	0
Cc1cc(C2CCCN2C(=O)c2cc(C(F)(F)F)nn2C)no1 (centres undefined)	-12	-2
Cc1ccccc1NCN1C(=O)c2ccccc2C1=O	12	-1
Cc1cccc(/C=C2\N=C(c3ccc(C)c([N+](=O)[O-])c3)OC2=O)c1	8	7
Cc1ccc2nc(SCC(=O)Nc3nccs3)[nH]c2c1	4	0
CN1c2cc(C(=O)N3CCN(c4ccc(Cl)cc4)CC3)ccc2C(=O)N2CCCCC21 (centres undefined)	-3	-2
Cc1cc(C)cc(OCC(=O)N2N=C(c3ccc(Cl)cc3)CC2(O)C(F)(F)F)c1 (centres undefined)	90*	-1
CC(C)C(=O)Nc1ccc(C(=O)NCCNS(=O)(=O)c2ccc(F)c(Cl)c2)cc1	-5	-3
O=C(NCC1CCN(C(=O)c2ccccc2F)CC1)c1cc(-c2ccccc2)on1	11	4
COc1ccccc1-c1coc2cc(OCc3cc(Cl)cc4c3OCOC4)ccc2c1=O	-2	-2
Cc1c(C(=O)NC2CCCCC2C)oc2ccc(S(=O)(=O)N3CCC(C)CC3)cc12 (centres undefined)	4	-2
O=c1oc2ccc(Cl)cc2n1CNc1ccccc1	6	-20

molecule	mHTT CaM bind	Pf apPOL inh
COc1ccccc1C1CC(=O)N(C)C2=C1C(=O)CC(C)(C)C2 (centres undefined)	1	-3
O=C(NC1CCCCC1)N1CCCN(C2CCN(Cc3ccc(F)cc3)C2=O)CC1 (centres undefined)	4	-1
Cc1ccc(NC(=O)N2CCCC2c2ccc(F)cc2)cc1 (centres undefined)	-7	-2
Cc1ccc(C(=O)N2CCC(c3nc(CNC(=O)C4CC4)cs3)CC2)c(C)c1	0	0
COc1cc(C(=O)Nc2ccc3c(c2)OCO3)cc(OC)c1OC	7&7	-14&-1&-4
O=C(c1ccc(O)c(O)c1)c1c(O)cc(O)cc1O	nt	44
O=C(Cn1cnc([N+](=O)[O-])n1)Nc1cc(Oc2ccccc2)cc([N+](=O)[O-])c1	33	-3
COCCCNC(=O)c1cccs1	-3	-6
CSC1=NC(=Cc2ccccc2Cl)C(=O)N1Cc1ccc(Cl)cc1	nt	-8
O=C(CN1CCc2ccccc2C1C(=O)N1CCCCC1)NCc1ccccc1Cl (centres undefined)	9	-4
CCN(CC)c1ncc2c(n1)CCC(C(=O)Nc1ccc(OC)c(OC)c1)C2 (centres undefined)	30	-1
O=C1[C@H]2CCC=C[C@H]2[C@H](c2cccc(Br)c2)N1Cc1ccccc1	66*	1
COc1ccc(-n2nc3c(c2NC(=O)C2CC2)CS(=O)C3)cc1 (centres undefined)	-5	-3
CCOc1ccc2oc(-c3ccccc3)c(C(=O)N3CCN(CCO)CC3)c2c1	7&8	-5&-3
O=C(NCc1ccncc1)C1CCc2sc(C(=O)N3CCCCCC3)cc2C1 (centres undefined)	2	-2
Cc1ccc(C(=O)N2CCC(CC(=O)NCCN3CCCC3)CC2)cc1	6	0
COc1ccc(C(=O)N2CCc3[nH]ncc3C2)c(OC)n1	11	-3

Record cards, as listed above.
Profile of O=C(c1ccc(O)c(O)c1)c1c(O)cc(O)cc1O → mHTT CaM bind = nt; Pf apPOL inh = 44
Profile of COc1ccccc1C1CC(=O)N(C)C2=C1C(=O)CC(C)(C)C2 (centres undefined) → mHTT CaM bind = 1; Pf apPOL inh = -3
